Bioassay records from PubChem.
OX1R antag-1 – antagonists of human orexin 1 receptor (OX1R); OX1R-expressing cells, FRET antagonist read-out; inhibition, % at 6.6 µM; actives 1.8% (n = 330,000); AID 485270; in the data active = inhibition mostly above about 38%, no sharp cut-off; inactive = mostly below about 40%;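 note: 0% = agonist challenge alone and 100% = reference antagonist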
Target sequence (O43613 whole entry, looked up): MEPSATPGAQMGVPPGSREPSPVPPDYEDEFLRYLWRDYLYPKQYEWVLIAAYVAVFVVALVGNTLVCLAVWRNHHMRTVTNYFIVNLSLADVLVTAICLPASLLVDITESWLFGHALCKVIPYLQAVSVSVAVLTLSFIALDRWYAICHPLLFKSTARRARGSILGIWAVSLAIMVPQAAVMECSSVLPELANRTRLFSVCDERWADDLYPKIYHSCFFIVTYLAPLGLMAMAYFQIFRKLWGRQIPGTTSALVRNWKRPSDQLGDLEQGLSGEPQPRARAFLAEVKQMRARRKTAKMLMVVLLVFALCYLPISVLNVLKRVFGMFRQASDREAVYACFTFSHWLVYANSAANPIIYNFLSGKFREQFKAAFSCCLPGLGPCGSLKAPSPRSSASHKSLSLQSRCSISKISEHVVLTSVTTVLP
STK33 kinase inh – human STK33 kinase inhibition; actives 0.073% (n = 320,000); Q9BYT3; purified STK33, MBP phosphorylation, ADP-Glo luminescence; AID 2661; inhibition, % at 10 µM;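 active = inhibition at or above 25%, using the most active replicate where run in duplicate; inactive = inhibition below 25%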
Target sequence (Q9BYT3 whole entry, looked up): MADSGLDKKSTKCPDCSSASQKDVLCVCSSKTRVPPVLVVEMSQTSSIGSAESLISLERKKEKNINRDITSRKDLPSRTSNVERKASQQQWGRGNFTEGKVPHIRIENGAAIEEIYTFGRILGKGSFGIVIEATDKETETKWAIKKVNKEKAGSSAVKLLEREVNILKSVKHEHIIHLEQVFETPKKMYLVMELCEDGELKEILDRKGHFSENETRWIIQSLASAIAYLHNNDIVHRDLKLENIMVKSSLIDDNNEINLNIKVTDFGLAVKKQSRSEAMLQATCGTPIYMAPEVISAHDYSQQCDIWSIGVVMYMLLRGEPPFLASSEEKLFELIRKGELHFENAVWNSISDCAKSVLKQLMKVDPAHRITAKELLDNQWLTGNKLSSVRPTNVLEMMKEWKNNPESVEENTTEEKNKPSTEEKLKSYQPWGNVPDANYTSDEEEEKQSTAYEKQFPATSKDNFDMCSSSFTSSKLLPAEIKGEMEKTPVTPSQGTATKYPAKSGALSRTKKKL
OX1R antag-2 – blocks the human orexin 1 receptor. O43613. CHO/OX1R cells, Fluo-8 calcium fluorescence, orexin A. inhibition, % at 5 µM. actives 0.43% (n = 330,000). AID 434989;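 active = inhibition above its plate's threshold, mean inhibition of all tested compounds on the plate plus 3 SD, cut at about 37% in these data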;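 note: 0% = orexin A challenge wells and 100% = SB-334867-A antagonist wells; not every result past the cut was called active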
Starred values were filed as active, the others as inactive; . = not tested or not shown.

Second line of a record: OX1R antag-1, OX1R antag-2, STK33 kinase inh
CS(=O)(=O)N(CC(=O)N1CCCC1)c1ccc(OCc2ccccc2)cc1
 : 9.1, -8.2, -0.9
O=C(CN(C(=O)c1csnn1)c1ccc(F)c(Cl)c1)NC1CCCCC1
 : 25.1, -3.8, -0.9
O=C(NCCC1=CCCCC1)c1ccc(CN2CCOCC2)cc1
 : 14.4, -13.3, 1.2
Cc1ccn(CCC(=O)NC2CC(C)(C)Cc3c2cnn3-c2ccccc2C)n1 (configuration not stated)
 : 3.9, -14.2, -1.6
Cc1ccc(S(=O)(=O)N2CCN(CC(O)c3ccccc3)CC2)cc1 (configuration not stated)
 : 18.1, -21.4, -0.8
Cc1csc(=O)n1CCC(=O)OCC(=O)Nc1ncc(Cl)cc1Cl
 : 21.1, -14.9, -0.9
O=C(CN1C(=O)c2ccccc2C1=O)Nc1ccccc1C(=O)NC1CCCCC1
 : 32.4, -11.5, 0.0
Brc1ccc(Oc2nsnc2N2CCOCC2)cc1
 : 15.9, -16.0, -0.6
COc1ccc(NC(=O)Cn2c(C)cc(=O)c3ccccc32)cc1
 : 24.1, -0.4, -1.9
Cc1ccc2c(c1)NC(=O)C(CC(=O)NCCCN1CCc3ccccc3C1)O2 (configuration not stated)
 : 6.1, -17.0, -1.0
COc1ccc(-c2nc(NC(=O)c3ccc(OCC(=O)Nc4ccc(F)cc4)c(OC)c3)sc2C)cc1
 : 8.6, -14.2, -0.9
CCOc1ccc(Nc2nc(CC(=O)OC)cc(=O)[nH]2)cc1
 : 15.6, -18.3, -0.8
COc1ccc(-c2nnc(SCC(N)=O)n2N)cc1
 : 8.5, 5.3, -1.0
O=C(NC(=S)Nc1ccccc1)c1cccs1
 : 9.6, -83.8, 9.0
COc1ccc(CNC(=O)[C@H](Cc2ccccc2)NC(=O)C2CCNCC2)cc1
 : -0.1, -18.4, 0.0
O=C(NCC(=O)N1CCOCC1)c1ccc(Cl)c(Cl)c1
 : 6.2, -9.6, -1.3
NS(=O)(=O)c1cccc(NC(=O)c2cccc(Oc3ccccc3)c2)c1
 : 15.4, -10.5, 0.6
CC1CCCC(C)N1/N=C/c1ccc(N(C)C)cc1 (configuration not stated)
 : 13.0, -6.8, -0.7
COc1ccc(-c2nc3c(c(SCC(=O)N4CCOCC4)n2)COC(C)(C)C3)cc1
 : 6.0, 7.3, -1.0
Cn1c(CCC(=O)O)nc2cc(S(=O)(=O)N3CCCC3)ccc21
 : 9.0, -10.9, -1.5
Cc1cc(N2C(=O)C(O)=C(C(=O)c3cc4ccccc4o3)C2c2ccc(Cl)cc2)no1 (configuration not stated)
 : 0.5, -9.5, 0.9
CN(C(=O)Nc1ccc(Cl)cc1Cl)[C@H]1c2cc(Br)ccc2OC[C@H]1CO
 : 24.9, -9.6, -1.3
COCCNC(=O)c1ccc(C(=O)C(=O)c2ccccc2)cc1
 : 2.1, -21.8, -0.7
COc1ccc(OC)c(-n2c(=S)[nH]c3cc(C(=O)N4CCCCC4)ccc3c2=O)c1
 : 15.7, -18.3, -1.2
CCC(=O)Nc1nnc(/C=C/c2ccc(OC)cc2)s1
 : 6.5, -18.3, -3.0
COc1cccc(-c2cccc(NC(=O)C3CCN(Cc4ccc(C)o4)CC3)c2)c1
 : 11.8, -22.4, -0.8
CSc1nnc(NC(=O)c2nc(S(=O)(=O)Cc3ccc(C)cc3)ncc2Cl)s1
 : 1.6, -7.4, -1.8
CCO/C=C1\SC(=S)N(c2ccc(Cl)cc2)C1=O
 : 2.2, -5.0, 0.3
CCOc1ccc(NC(=O)C2CCCN(S(=O)(=O)c3c(C)n[nH]c3C)C2)cc1 (configuration not stated)
 : 9.0, -13.9, -2.2
O=C(NC(=S)NCc1cccnc1)c1cccc2ccccc12
 : 25.2, -24.2, -0.7
O=C(CSc1nc2ncccc2[nH]1)NCCc1ccccc1
 : 5.1, -4.9, 0.7
Cc1c(C)n(CC(O)CNCCO)c2ccccc12 (configuration not stated)
 : 11.4, -8.1, -2.2
CS(=O)(=O)N(CC(=O)NC1CCCC1)Cc1ccc(Cl)cc1
 : 6.2, -4.8, .
CCOc1ccccc1NS(=O)(=O)c1cn(C)c(=O)n(C)c1=O
 : 19.0, -20.0, -1.2
Cc1cccc(NC(=O)CN(C)C(=O)c2ccc(N3CCCCCC3)c([N+](=O)[O-])c2)c1C
 : 9.7, -40.1, 0.4
CCCn1c2c(c(O)c(C(=O)Nc3ccc(OCC)cc3)c1=O)CCCC2
 : -2.9, -13.9, 0.7
COc1ccc(NC(=S)Nn2cnnc2)cc1OC
 : 17.9, -18.1, .
C=CC[C@@H](CC(=O)N(CCO)Cc1ccccc1)C(=O)N[C@@H](COC(=O)[C@@H](CC=C)CC(=O)OC(C)(C)C)Cc1c[nH]c2ccccc12
 : 1.8, 6.2, -2.3
CCn1c(SCC(=O)N2CCC(C)CC2)nnc1-c1ccc(S(=O)(=O)N2CCN(C)CC2)cc1
 : 13.3, -11.3, -1.3
O=C(NC1CCCCCC1)c1c(O)c2ccccc2[nH]c1=O
 : 14.5, -23.3, 0.3

As a short view, part of the list above:
Second line of a record: OX1R antag-1, OX1R antag-2, STK33 kinase inh
Cc1cc(N2C(=O)C(O)=C(C(=O)c3cc4ccccc4o3)C2c2ccc(Cl)cc2)no1 (configuration not stated)
 : 0.5, -9.5, 0.9
CN(C(=O)Nc1ccc(Cl)cc1Cl)[C@H]1c2cc(Br)ccc2OC[C@H]1CO
 : 24.9, -9.6, -1.3
COCCNC(=O)c1ccc(C(=O)C(=O)c2ccccc2)cc1
 : 2.1, -21.8, -0.7
COc1ccc(OC)c(-n2c(=S)[nH]c3cc(C(=O)N4CCCCC4)ccc3c2=O)c1
 : 15.7, -18.3, -1.2
CCC(=O)Nc1nnc(/C=C/c2ccc(OC)cc2)s1
 : 6.5, -18.3, -3.0
COc1cccc(-c2cccc(NC(=O)C3CCN(Cc4ccc(C)o4)CC3)c2)c1
 : 11.8, -22.4, -0.8
CSc1nnc(NC(=O)c2nc(S(=O)(=O)Cc3ccc(C)cc3)ncc2Cl)s1
 : 1.6, -7.4, -1.8
CCO/C=C1\SC(=S)N(c2ccc(Cl)cc2)C1=O
 : 2.2, -5.0, 0.3
CCOc1ccc(NC(=O)C2CCCN(S(=O)(=O)c3c(C)n[nH]c3C)C2)cc1 (configuration not stated)
 : 9.0, -13.9, -2.2
O=C(NC(=S)NCc1cccnc1)c1cccc2ccccc12
 : 25.2, -24.2, -0.7
O=C(CSc1nc2ncccc2[nH]1)NCCc1ccccc1
 : 5.1, -4.9, 0.7
Cc1c(C)n(CC(O)CNCCO)c2ccccc12 (configuration not stated)
 : 11.4, -8.1, -2.2
CS(=O)(=O)N(CC(=O)NC1CCCC1)Cc1ccc(Cl)cc1
 : 6.2, -4.8, .
CCOc1ccccc1NS(=O)(=O)c1cn(C)c(=O)n(C)c1=O
 : 19.0, -20.0, -1.2
Cc1cccc(NC(=O)CN(C)C(=O)c2ccc(N3CCCCCC3)c([N+](=O)[O-])c2)c1C
 : 9.7, -40.1, 0.4
CCCn1c2c(c(O)c(C(=O)Nc3ccc(OCC)cc3)c1=O)CCCC2
 : -2.9, -13.9, 0.7
COc1ccc(NC(=S)Nn2cnnc2)cc1OC
 : 17.9, -18.1, .
C=CC[C@@H](CC(=O)N(CCO)Cc1ccccc1)C(=O)N[C@@H](COC(=O)[C@@H](CC=C)CC(=O)OC(C)(C)C)Cc1c[nH]c2ccccc12
 : 1.8, 6.2, -2.3
CCn1c(SCC(=O)N2CCC(C)CC2)nnc1-c1ccc(S(=O)(=O)N2CCN(C)CC2)cc1
 : 13.3, -11.3, -1.3
O=C(NC1CCCCCC1)c1c(O)c2ccccc2[nH]c1=O
 : 14.5, -23.3, 0.3

(listing goes on)
Second line of a record: OX1R antag-1, OX1R antag-2, STK33 kinase inh
O=C1NCCCC2c3c(cc(Br)c(O)c3Br)OC12N1CCOCC1 (configuration not stated)
 : 9.4, 6.9, 0.1
COc1cccc2cc(C(C)N(CCCN3CCOCC3)C(=S)Nc3cccc(C)c3C)oc12 (configuration not stated)
 : 11.4, -15.8, -1.0
COC(=O)C1=NN(C(C)=O)C2(CC(=O)N(c3cccc(C)c3)C2=O)C1 (configuration not stated)
 : -0.1, -2.6, -0.2
COc1ccc(/C=N/NC(=O)c2nnn(-c3nonc3N)c2CN(C)C2CCCCC2)cc1
 : 5.8, 25.8, -2.3
O=C(O)c1cnn(-c2ccccc2)c1-c1ccncc1
 : 6.3, -30.6, 0.2
Cc1ccc2nc(NC(=O)CCCC(=O)O)sc2c1
 : 10.0, -7.7, -1.1
Cc1cc(C(F)F)nn1CC(=O)NC1CCCCCC1
 : 4.8, -9.2, -1.6
COc1ccc(C(=O)c2c(C)oc3ccc(O)c(CN4CCOCC4)c23)cc1
 : 6.0, -27.2, -0.4
O=C1c2ccccc2C(=O)N1CCCCc1cn(C[C@H]2CC[C@H](Cn3cc(CCCCN4C(=O)c5ccccc5C4=O)nn3)O2)nn1
 : 9.1, -32.4, .
O=C(N/N=C/c1ccccc1F)NC1CCCCC1
 : 1.7, -19.4, -2.8
COc1ccc(C(=O)/C=C/c2ccc(OC(=O)c3cc(OC)c(OC)c(OC)c3)cc2)cc1
 : 7.8, -21.8, -0.5
N#Cc1cn(CC(=O)N2CCCC2)c2ccccc12
 : 3.1, -6.2, -0.2
O=C(N/N=C/c1c[nH]c2ccccc12)c1ccn[nH]1
 : 20.8, -1.7, 1.6
CCCc1cc(=O)[nH]c(SCc2cc(C(=O)OC)c(C)o2)n1
 : 12.6, -22.8, -0.7
Cc1ccc(-c2[nH]ncc2C(=O)c2cccc(F)c2)c(O)c1
 : 14.8, -13.0, 0.1
CCSC(SCC)[C@H](O)[C@@H](O)[C@H](O)[C@H](O)CO
 : 5.4, -3.6, -0.5
CCN(CC(=O)Nc1ccc(S(=O)(=O)N2CCOCC2)cc1)Cc1ccccc1
 : 7.2, 7.0, -1.1
COc1ccc(S(=O)(=O)N(C)c2c(C)n(C)n(-c3ccccc3)c2=O)cc1OC
 : 5.5, -16.4, -0.9
O=C(CCN1CCN(S(=O)(=O)c2ccc(F)cc2)CC1)Nc1ccccc1F
 : 5.0, -0.6, -0.7
O=C(O)C1C(=O)NCC1c1ccccc1 (configuration not stated)
 : 6.0, -17.1, 1.1
O=c1c(CN2CCN(c3cccc(Cl)c3)CC2)coc2c(Cl)cc(Cl)cc12
 : 9.2, -10.6, -0.4
COc1cc2[nH]c(=S)nc(Nc3ccc(NC(C)=O)cc3)c2cc1OC
 : 18.8, -0.4, -0.2
CCOC(=O)c1c(C)[nH]c(C)c1S(=O)(=O)NCC1CCN(Cc2ccccc2F)CC1
 : 13.5, -25.3, -3.0
CCC(C)NC(=S)Nc1ccc2nc(N3CCOCC3)cc(C)c2c1 (configuration not stated)
 : -2.5, -22.2, 2.3
CCOc1ccc(-c2nnc(-c3cccnc3)o2)cc1OCC
 : 12.6, -13.1, 0.9
COc1cccc(CNC(=O)c2ccc(CS(=O)c3ccccc3)o2)c1 (configuration not stated)
 : 3.9, -18.0, 0.9
CCN(CC1COc2ccccc2O1)C(=S)NC1CC2CCC1C2 (configuration not stated)
 : 15.3, 12.8, -0.4
Cc1ccc(CN2CCN(C3CCC3)CC2CCO)cc1 (configuration not stated)
 : 13.4, -7.1, -0.4
Cc1ccc(C(=O)Nc2ccc3[nH]c(=O)[nH]c3c2)c(C)c1
 : 8.4, -24.1, -1.6
CN(C)S(=O)(=O)c1cccc(NC(=O)CNCc2ccccn2)c1
 : -2.6, 3.6, 1.3
O=C(Nc1cccc(C(=O)N2CCOCC2)c1)c1ccc([N+](=O)[O-])cc1
 : 54.3, -2.6, -1.0
COc1ccc(C(CNC(=O)c2cc(C)oc2C)N2CCOCC2)cc1 (configuration not stated)
 : 3.3, -26.1, -0.3
CCOC(=O)c1c(NC(=O)c2cnn3c2NC(c2cccc(OC)c2)CC3C(F)(F)F)sc2c1CCCC2 (configuration not stated)
 : 0.9, -23.1, 1.2
Cc1ccc(C(=O)N2CCOCC2)cc1[N+](=O)[O-]
 : 9.2, -6.9, -0.9
O=C(CNC(=O)c1ccc(Cl)cc1Cl)OCc1ccccc1
 : 14.0, -13.0, 2.1
COc1ccc(OCC(=O)Nc2ccccc2C(=O)Nc2ccc(C(=O)O)cc2)cc1
 : 11.7, 0.5, 1.9
O=C(COC(=O)COc1ccc(Br)cc1)NNC(=O)c1ccccc1
 : 5.2, -10.6, -0.9
Cc1ccc(S(=O)(=O)N2CCCCC2)cc1NC(=O)Nc1ccc(Cl)cc1Cl
 : 10.5, -33.6, 0.1
CCC(NC(=O)c1ccccc1NC(=O)c1ccco1)C(=O)NNC(=O)c1ccncc1 (configuration not stated)
 : 17.6, -12.1, -0.3
CC(=O)c1ccc(N2CCC(C(=O)O)CC2)cc1
 : 10.6, -10.7, -0.3
C[C@H](CO)N1C[C@H](C)[C@@H](CN(C)S(=O)(=O)c2cn(C)cn2)Oc2ccc(NC(=O)Nc3ccccc3)cc2C1=O
 : 8.7, 3.6, -1.0
Cc1cc(C)cc(NC(=O)C(OC(=O)c2cc[n+]([O-])cc2)c2ccccc2)c1 (configuration not stated)
 : 4.2, -8.7, -2.3
Cc1ccc2c(c1)N(C(=O)CCC(=O)NC1CCCCCC1)CC(C)O2 (configuration not stated)
 : 7.9, -18.8, -0.8
Cc1csc(=O)n1CC(=O)Nc1ccc(Cl)c(Cl)c1
 : 10.0, -17.8, -0.3
CC(=O)NCC(O)c1ccc([N+](=O)[O-])cc1 (configuration not stated)
 : 7.9, -7.2, -0.1
CCCCN(CC)CCNC(=O)CCNC(=O)Cn1ccc2ccccc2c1=O
 : 6.5, -16.7, 0.2
O=C(COc1ccc2ccccc2c1)NCCNC(=O)COc1ccc2ccccc2c1
 : 27.5, -4.4, -1.1
